# HRas wt GTP – modulators of GTP binding to HRas wildtype, primary screen, biochemical, bead-based flow cytometry, multiplex | GTPase HRas (Homo sapiens), P01112 | GST-Ras wt beads, Bodipy-FL-GTP binding; actives lie on both sides | GTP binding activity, % at 10 µM | 190,000 tested, 0.14% active;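 active = GTP binding activity at least 20% away from the 100% baseline, either lowered as inhibitor or raised as activator; inconclusive = flagged as likely green fluorescent, judged across all proteins in the well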;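 note: 0% = unlabeled GTP competition control and 100% = no-compound control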
# Target sequence (P01112 whole entry, looked up): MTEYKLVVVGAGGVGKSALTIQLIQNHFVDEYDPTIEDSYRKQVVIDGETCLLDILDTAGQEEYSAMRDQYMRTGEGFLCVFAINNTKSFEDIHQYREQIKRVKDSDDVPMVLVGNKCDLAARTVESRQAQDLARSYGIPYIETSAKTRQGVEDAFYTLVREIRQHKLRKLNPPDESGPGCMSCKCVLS
# ABCG2 block – ABCG2 efflux pump inhibitors, primary screen, multiplex with ABCB1, IgMXP3 cells, flow cytometry; inhibition, % at 6.6 µM; Broad substrate specificity ATP-binding cassette transporter ABCG2 (Homo sapiens), Q9UNQ0; 190,000 tested, 0.1% active; AID 1325, 2008; JC-1 efflux;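 active = inhibition above 80%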;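 note: 0% = DMSO and 100% = nicardipine control wells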
# Target sequence (Q9UNQ0 whole entry, looked up): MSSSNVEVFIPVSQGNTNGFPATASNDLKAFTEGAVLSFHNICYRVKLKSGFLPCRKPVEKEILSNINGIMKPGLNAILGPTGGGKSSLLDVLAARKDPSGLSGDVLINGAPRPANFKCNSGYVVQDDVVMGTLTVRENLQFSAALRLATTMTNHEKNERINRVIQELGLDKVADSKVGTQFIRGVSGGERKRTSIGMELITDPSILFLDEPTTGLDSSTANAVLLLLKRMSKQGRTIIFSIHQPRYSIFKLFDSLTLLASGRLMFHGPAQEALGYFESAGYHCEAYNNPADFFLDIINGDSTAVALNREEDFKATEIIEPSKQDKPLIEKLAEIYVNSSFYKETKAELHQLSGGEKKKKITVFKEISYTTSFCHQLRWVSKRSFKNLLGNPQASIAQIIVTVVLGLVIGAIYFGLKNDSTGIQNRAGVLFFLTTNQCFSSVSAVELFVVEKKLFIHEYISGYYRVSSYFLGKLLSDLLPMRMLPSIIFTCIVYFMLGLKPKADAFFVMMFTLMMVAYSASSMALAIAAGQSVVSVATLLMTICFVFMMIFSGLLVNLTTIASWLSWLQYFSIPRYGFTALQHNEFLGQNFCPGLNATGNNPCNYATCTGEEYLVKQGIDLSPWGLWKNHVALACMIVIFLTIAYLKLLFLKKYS
#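 Times: 10 min at 25 °C | Test system: Two drug-resistant human cell lines, ABCG2 and ABCB1 | Quantity: 3 million cells/mL final, two lines in 1:1 ratio | Signal: Flow cytometry, 530 nm JC-1 signal | Dosing: Compound at 6.6 µM | Controls: Nicardipine and DMSO wells | Reagent: JC-1 as fluorescent efflux pump substrate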
# ABCB1 block – ABCB1 efflux pump inhibitors, primary screen, cell-based, multiplex, flow cytometry, ABCG2 counter-screen; CCRF-Adr cells, JC-1 efflux; inhibition, % at 6.6 µM; 190,000 tested, 0.067% active; in the data active = inhibition above about 40%;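 note: 0% = vehicle and 100% = reference inhibitor; higher value means more JC-1 retained so stronger ABCB1 efflux block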
# GSH fluor – compound fluorescence on glutathione beads, profiling panel, artefact control, biophysical, 488/530 nm, flow cytometry. GSH beads flow cytometry, compound fluorescence 488/530 nm; hits give high values. fluorescence (KMESF) at 10 µM. 190,000 tested, 0.25% active; in the data active = fluorescence above about 89;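 note: glutathione beads carrying GST-tagged Bcl family fusion proteins plus one bare bead set; values are compound well signal with DMSO vehicle wells as background; inactives centre near 16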
# Rac1 mut GTP – GTP binding modulators of activated mutant Rac1, primary screen, biochemical, bead-based flow cytometry, multiplex, fluorescent GTP; AID 764, 2007; GST-Rac1 activated beads; actives lie on both sides; 100% means binding = to untreated wells; percent activity (GTP binding), % at 10 µM; 190,000 tested, 0.11% active; Ras-related C3 botulinum toxin substrate 1 (Homo sapiens), P63000;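 active = GTP binding at least 20 percentage points away from the 100% baseline, in either direction, so actives lie on both sides; inconclusive = Compound likely fluorescent itself, or too few beads counted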
# Cdc42 wt GTP – modulators of GTP binding to wildtype Cdc42, primary screen, biochemical, multiplex bead flow cytometry, Bodipy-GTP; percent activity (GTP binding), % at 10 µM; AID 761, 2007; 190,000 tested, 0.2% active; Cell division control protein 42 homolog (Homo sapiens), P60953; GST-Cdc42 beads; actives lie on both sides;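 active = percent activity GTP binding at least 20 points away from the 100% baseline, either down as inhibitor or up as activator; inconclusive = compound flagged as likely green fluorescent from well-wide comparison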;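 note: median bead fluorescence of bound Bodipy-FL-GTP at 100 nM; 0% = excess unlabeled GTP control and 100% = no compound control; below 100% means less GTP binding so inhibitor and above means activator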
# Target sequence (P60953 whole entry, looked up): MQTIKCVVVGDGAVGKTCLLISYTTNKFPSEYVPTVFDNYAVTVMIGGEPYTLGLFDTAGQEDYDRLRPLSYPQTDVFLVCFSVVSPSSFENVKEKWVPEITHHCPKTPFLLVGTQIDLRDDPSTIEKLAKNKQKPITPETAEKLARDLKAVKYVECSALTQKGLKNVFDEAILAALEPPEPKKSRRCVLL
# Pf gamet viab – late stage P. falciparum gametocyte viability inhibitors, primary screen, ATP luminescence, HTS; 150,000 tested, 0.065% active; inhibition, % at 10.9 µM; AID 743093, 2013; P. falciparum stage V gametocytes, 24 h;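 active = inhibition above the mean plus 3 SD of compounds within the control limits, set per campaign, cut at about 38% in these data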;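 note: 0% = DMSO wells and 100% = medium only without gametocytes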
# Avidin bead fluor – green autofluorescence of compounds with avidin beads – biophysical, 488/530 nm, flow cytometry, artefact control, profiling panel; compound fluorescence 488/530 nm; hits give high values; fluorescence (KMESF) at 10 µM; 220,000 tested, 0.38% active; AID 1775, 2009; in the data active = fluorescence above about 47; note: inactives centre near 10
# Rab2A wt mod – modulators of GTP binding to Rab2A wildtype, primary screen, biochemical, dog, bead-based flow cytometry, multiplex | Ras-related protein Rab-2A (Canis lupus familiaris), P61105 | GST-Rab2 wt beads, Bodipy-GTP binding | GTP binding activity, % at 10 µM | 190,000 tested, 0.19% active | AID 760, 2007;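 active = GTP binding activity at least 20 points away from 100%, either lowered or raised; inconclusive = signal likely due to the compound's own green fluorescence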;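 note: 0% = beads with excess unlabeled GTP and 100% = no-compound control corrected for plate trend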
# Rac1 wt modul – wildtype Rac1 GTP binding modulators, primary screen, biochemical, GST-Rac1 beads, flow cytometry, multiplex; fluorescent GTP binding; actives lie on both sides; 0 = cold GTP competed, 100 = untreated; 190,000 tested, 0.27% active; GTP binding activity (% of control), % at 10 µM;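 active = GTP binding activity at least 20 points away from the 100% control level, either lower or higher; inconclusive = compound flagged as likely green fluorescent, judged across all proteins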
# Rab7 wt modul – modulators of GTP binding to Rab7, primary screen, biochemical, wildtype, multiplex bead flow cytometry; GST-Rab7 beads, fluorescent GTP binding; actives lie on both sides; untreated = 100%, excess cold GTP = 0%; 190,000 tested, 0.055% active; GTP binding activity (percent of control), % at 10 µM; Rab7 GTPase wild type (dog), Bodipy-FL-GTP binding;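 active = fluorescent GTP binding to Rab7 beads changed by at least 20 points from the 100% baseline, either direction, mostly lower; inconclusive = compound itself probably fluorescent, or too few beads counted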;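 note: median green fluorescence of bound Bodipy-FL-GTP per Rab7 bead population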
# * marks the source's active call; other numbers are inactive results; ? = inconclusive; / = no result given.
SMILES,HRas wt GTP,ABCG2 block,ABCB1 block,GSH fluor,Rac1 mut GTP,Cdc42 wt GTP,Pf gamet viab,Avidin bead fluor,Rab2A wt mod,Rac1 wt modul,Rab7 wt modul
Cc1nn(-c2cc(C)c3ccccc3n2)c2c1CCC2,98,7,1.0,27,96,94,/,6,97,96,97
CC(C)(C)Sc1ccc(/C=N/O)cc1[N+](=O)[O-],97,21,2.8,21,98,100,-20,10,92,95,95
O=C(NCc1ccc(Cl)cc1)C1C2C=CC3(CN(Cc4cccnc4)C(=O)C13)O2 (stereo not given),102,0,0.0,13,101,105,/,23,102,108,98
Cc1cc(C(=O)COc2ccc3ccc(=O)oc3c2)c(C)n1Cc1cccs1,96,8,1.7,13,95,95,1,18,94,96,98
Cc1ccc(NC(=O)c2ccccc2NS(=O)(=O)c2ccc(Cl)s2)cc1S(=O)(=O)N1CCOCC1,97,0,0.1,20,94,94,4,5,95,94,103
O=[N+]([O-])c1cc(/C=N\Nc2nc(-c3ccccc3)cs2)ccc1O,96,-5,-4.0,12,94,95,0,8,95,94,90
CCN(CC)C(=O)CN1C(=O)COCC1=O,97,5,-2.1,33,100,99,-16,12,100,101,99
O=C(CN(C(=O)CSc1nnc(COc2ccccc2)o1)c1ccc(F)cc1)NC1CCCCC1,100,0,0.4,7,97,97,/,11,102,98,99
CCN(CC)S(=O)(=O)c1ccc(NC(=O)CSc2ncnc3ccccc23)cc1,97,-2,-0.6,7,96,96,/,1,97,102,96
C/C(=N/Oc1nc(C)cc(C)n1)c1ccc(Cl)cc1Cl,101,-1,-0.3,65,98,103,/,13,102,100,96
NC(=O)C1=C[C@H](c2coc3ccccc3c2=O)C[C@H](OCc2ccc(CO)cc2)O1,95,3,0.9,21,95,93,-1,5,97,97,100
Cc1ccc(NC(=O)c2cnccn2)cc1S(=O)(=O)N(C)C,101,-23,-2.0,5,101,104,-2,10,101,104,95
Cc1ccc(CNC(=O)COC(=O)c2ccc(S(=O)(=O)N(C)C)cc2)cc1,95,0,-0.2,22,94,95,-23,12,94,98,98
Cc1ccc(S(=O)(=O)NC(=O)c2cc(C)n(CCCn3ccnc3)c2C)cc1,103,6,0.9,23,101,106,/,28,102,108,100
Cc1ccc(OCC(=O)Nc2ccc(S(=O)(=O)N3CCN(C)CC3)cc2)cc1,101,5,0.9,23,98,100,/,4,97,105,97
COc1ccc(NC(=O)NCCCN2CCN(c3cc(C)ccc3C)CC2)cc1,102,2,1.9,17,100,104,/,6,101,101,101
COc1ccc(CN(CC(=O)NCC2CCCO2)C(=O)CCC(=O)Nc2cc(C)ccn2)cc1 (stereo not given),105,1,0.2,17,102,107,-5,8,103,109,100
N/C(=N\OC(=O)CCCc1ccccc1)c1ccc([N+](=O)[O-])cc1,103,12,/,12,103,106,/,6,101,103,103
CCCC(=O)Nc1ccccc1NC(=O)CN(C)S(=O)(=O)c1ccccc1,99,1,0.5,34,98,102,9,15,102,102,102
CN1CCN(C(=O)CSc2nc(-c3cccs3)cc(-c3cccs3)c2C#N)CC1,98,11,1.1,47,98,100,/,10,97,102,96
CCCSc1nc(-n2ncc(C#N)c2N)c2c3c(sc2n1)CCC(C)C3 (stereo not given),99,18,0.8,50,99,96,/,13,97,99,97
Clc1ccc(Cn2cc(Br)cn2)cc1Cl,100,1,0.2,20,100,103,/,41,99,102,97
Oc1ccc(Br)cc1C=Nc1cccn2cc(-c3ccccc3)nc12,93,5,1.4,9,96,97,16,21,96,98,96
COc1ccc(C(C(=O)NCC2CCCO2)N(C(=O)CNC(=O)c2cccs2)c2ccccc2)cc1OC (stereo not given),100,0,0.0,20,96,97,-4,9,99,100,104
COCCOC(=O)c1c(C)oc2ccc(OC(=O)c3ccc4c(c3)OCO4)cc12,83,3,0.2,28,73*,77*,/,13,76*,75*,79*
CCOC(=O)c1c(NC(=O)CSc2nnc(-c3ccccc3)n2CC)sc(C(C)=O)c1C,100,20,5.2,10,100,100,/,38,103,105,100
Cc1cccc(-n2c(SCC(=O)Nc3nnc(C)s3)nnc2-c2ccoc2C)c1,96,37,1.2,26,99,96,2,11,98,102,94
O=C1CCCN1c1ccc(S(=O)(=O)Nc2cccnc2)cc1,96,3,0.8,25,96,98,-5,46,98,95,99
COc1ccc(C(=O)NCc2nnc(SCC(=O)N3CCc4ccccc43)n2Cc2ccccc2)cc1,102,17,1.2,10,101,102,/,14,100,103,100
CCN1CCCC1CNC(=O)c1ccc(CS(=O)(=O)c2ccccc2C)o1 (stereo not given),105,1,0.1,19,100,103,/,8,105,104,104
Cc1cc(O)c(/C=N/Nc2ccc(F)cc2)c(=O)o1,95,-4,-0.4,19,96,95,/,10,95,102,94
Cc1ccc(/C=N/n2c(C)cc(C)c(C#N)c2=O)o1,99,5,0.9,8,97,102,17,5,98,102,96
O=c1c(-c2ccc(Br)cc2)coc2c(CN3CCOCC3)c(O)ccc12,102,/,/,16,101,104,/,4,102,104,104
c1cncc(-c2nnc(SCc3cccc4ccccc34)o2)c1,100,9,1.4,18,99,101,/,7,98,98,99
Cc1nn(C)c(C(=O)NN)c1Cl,101,0,0.2,12,100,104,-31,17,100,107,95
COc1cc(NC(=O)c2cccc(C)c2)c(OC)cc1NC(=O)CN1CCOCC1,103,5,0.7,9,95,94,16,34,97,97,102
FC(F)C(F)(F)C(F)(F)C(F)(F)c1cc(-c2ccccc2)n[nH]1,101,34,1.2,31,98,101,-10,8,100,103,102
CCOc1ccc(N2C(=O)C(CC(=O)Nc3ccccc3)N(Cc3ccccn3)C2=S)cc1 (stereo not given),96,1,0.1,11,94,92,13,11,97,95,101
COc1ccc(OC)c(-n2c(CN3CCC(C(N)=O)CC3)nc3ccccc3c2=O)c1,95,-5,0.1,32,93,97,-14,11,95,95,92
C=CCNc1ccc(C(=O)O)cc1,103,3,0.4,13,102,103,-7,11,102,105,103
O=C(COc1ccccc1)N/N=C/c1ccc2c(c1)OCO2,88,7,0.5,15,87,89,/,8,86,91,93
c1ccc(NCc2cccnc2)cc1,100,1,0.1,26,99,101,/,5,97,104,97
Cc1nn2c(N3CCOCC3)c3c(nc2c1-c1ccccc1)CCCC3,98,9,1.4,29,94,97,/,14,94,95,92
Cc1cccc(N2CC(O)(c3cccs3)[N+]3=C2CCCC3)c1 (stereo not given),96,0,0.6,14,99,100,-10,8,99,97,100
CN(c1cccc(NC(=O)c2cccc([N+](=O)[O-])c2)c1)S(C)(=O)=O,103,6,0.7,22,98,99,/,11,98,103,104
CCOC(=O)Nc1cccc(C(=O)O)c1,102,9,1.9,11,101,100,/,18,103,106,101
CCCC(CCC(=O)Nc1ccc(S(N)(=O)=O)cc1)C(=O)O (stereo not given),99,4,0.5,5,100,101,/,8,96,100,96
CCOC(=O)N1CCC(NCCNC(=O)c2ccccc2Cl)CC1,103,5,0.5,28,97,103,/,11,104,104,106
CCN(CC)C(=O)C1CCN(c2ncnc3c2cnn3-c2ccc(C)cc2C)CC1,101,1,0.9,17,100,107,-5,21,98,104,98
Cc1cc(C)c2c(N)c(C(=O)NNC(=O)c3ccccc3)sc2n1,95,3,0.5,19,97,91,10,9,94,97,93
Clc1ccccc1Cn1c(/C=C/c2ccco2)nc2ccccc21,102,2,0.9,8,103,99,/,5,101,105,106
O=c1c(Cc2c(F)cccc2Cl)c(O)ccn1CCc1c[nH]c2ccccc12,97,1,0.7,11,93,94,6,5,93,97,95
C=CCn1c(SCc2nnc(-c3ccccc3)o2)nnc1C(O)c1ccccc1 (stereo not given),?,2,0.6,23,?,?,/,19,?,?,?
COC(=O)[C@@H](NC(=O)NC1CCN(Cc2ccccc2)CC1)C(C)C,99,3,0.1,36,94,100,/,15,96,97,97
O=C(Nc1ccc([N+](=O)[O-])cc1)c1cncc(Br)c1,97,14,0.5,11,93,94,1,11,97,96,99
Cc1ccc(NC(=O)CN(C)C(=O)Cn2cc(C(F)(F)F)ccc2=O)cc1,98,1,0.2,19,98,103,-3,8,100,105,97
O=C(/C=C/c1c(F)cccc1Cl)NCc1ccco1,101,8,0.3,8,99,102,-11,2,97,104,100
COc1ccc(S(=O)(=O)N/N=C(/C)c2cccc(NC(=O)c3ccccc3Cl)c2)cc1,97,1,-0.7,9,94,99,29,8,97,96,93
NS(=O)(=O)c1ccc(CCNC(=O)CN2CCCCC2)cc1,98,3,1.1,8,94,97,-14,25,95,97,95
O=C(Oc1cc(-c2ccccc2)no1)c1ccc(Cl)cc1,102,0,0.0,59,100,103,-16,12,102,107,100
# Later entries.
SMILES,HRas wt GTP,ABCG2 block,ABCB1 block,GSH fluor,Rac1 mut GTP,Cdc42 wt GTP,Pf gamet viab,Avidin bead fluor,Rab2A wt mod,Rac1 wt modul,Rab7 wt modul
c1ccc(C2CCC(N3CCNCC3)CC2)cc1 (stereo not given),101,0,0.2,10,99,103,26,6,99,102,99
NCCCNC(=O)c1cc2ccccc2[nH]1,104,-1,0.0,23,103,105,/,34,105,106,102
CC(=O)c1c(N2CCN(Cc3ccc4c(c3)OCO4)CC2)nc(=S)n(-c2ccccc2)c1C,100,0,0.3,22,99,100,4,13,100,101,97
CC(NC(=O)/C=C/c1ccc(Br)cc1)c1ccccc1 (stereo not given),102,3,0.2,5,103,103,-5,4,101,104,95
O=C1CCCC(O)=C1C=Nc1ccc2c(c1)oc1ccccc12,98,44,0.3,33,96,100,/,15,98,100,102
COc1ccc(NC(=O)CC2C(=O)N(c3cccc(OC)c3)C(=O)N2C2CCCCC2)cc1 (stereo not given),104,5,1.5,25,103,104,18,6,102,105,102

# Compounds were not picked by outcome. Share with any hit: about 1.1%.
